# Apaf1 inhib: human Apaf-1 inhibition; reconstituted apoptosome caspase-3 activity, DEVD-Rh110 fluorescence; inhibition, % at 20 µM; 330,000 compounds, 0.71% hits; O14727; AID 489030; active = inhibition of at least 40% at 20 µM;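 also: plate controls were DMSO wells for no effect and DEVD-CHO caspase inhibitor wells for full effect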
#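 detection = Rh110 fluorescence intensity | test system = biochemical Apaf-1 apoptosome reconstitution | also added = cytochrome c and DEVD-Rh110 substrate | schedule = 30 min plus 50 min, RT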
# NALP3 yeast inh: NALP3 inhibition in yeast; inhibition, % at 10 µM; 330,000 compounds, 0.39% hits; Yeast reconstituted NLRP3/ASC/caspase-1, beta-gal luminescence, 24 h;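 active = inhibition of 50% or more; inactive = inhibition below 50%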;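 also: plate controls were induced DMSO wells for no effect and uninduced yeast grown without galactose for full effect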
# ATG4B inhibitor: inhibitors of human ATG4B cysteine protease. Q9Y4P1. ATG4B cleavage of LC3-PLA2, NBD-HPC fluorescence, 1 h. inhibition, % at 8.33 µM. 340,000 compounds, 0.51% hits; in the data active = inhibition above about 40%
# Target sequence (Q9Y4P1 whole entry, looked up): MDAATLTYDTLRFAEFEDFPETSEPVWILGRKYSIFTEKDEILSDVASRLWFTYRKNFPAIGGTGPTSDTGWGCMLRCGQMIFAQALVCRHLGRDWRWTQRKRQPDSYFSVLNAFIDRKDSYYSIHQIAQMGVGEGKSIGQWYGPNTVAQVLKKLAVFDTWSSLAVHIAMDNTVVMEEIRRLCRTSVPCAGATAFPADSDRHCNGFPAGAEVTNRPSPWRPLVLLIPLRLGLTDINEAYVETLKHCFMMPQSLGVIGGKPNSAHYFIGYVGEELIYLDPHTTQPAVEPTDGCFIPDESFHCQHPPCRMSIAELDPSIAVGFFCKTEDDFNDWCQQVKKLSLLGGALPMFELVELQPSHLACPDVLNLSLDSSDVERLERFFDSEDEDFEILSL
# tim10-1 inh: growth inhibitors of tim10-1 mutant yeast; S. cerevisiae tim10-1 ts strain growth, BacTiter-Glo, 24 h; inhibition, % at 20 µM; 330,000 compounds, 2.2% hits; AID 463190;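 active = inhibition of at least 40%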;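 also: mutant grown at 25 °C; 0% = DMSO wells with yeast and 100% = wells holding no yeast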
# mIAP act: increases mouse intestinal alkaline phosphatase activity. muIAP, CDP-Star luminescence, 30 min; active compounds read high; 1 = vehicle-only enzyme signal, 0 = enzyme-free wells. AID 2805. 330,000 compounds, 0.24% hits. activation factor at 10 µM;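 active = activation factor of at least 2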; also: the source names both 10 and 20 µM as test concentration; values of inactives mirror those of a sister screen read the other way
#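 Assay system: mouse IAP enzyme; reagent: chemiluminescent substrate CDP-Star; dosing: test compounds delivered from DMSO solution; schedule: 30 min at room temperature; measured by: luminescence from enzymatic CDP-Star hydrolysis; controls: DMSO-only wells and no-enzyme negative control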
# hIAP act: increases human intestinal alkaline phosphatase activity | P09923 | purified human IAP, CDP-Star luminescence, 30 min; active compounds read high; 1 = vehicle-only enzyme, 0 = enzyme-free background | activation factor at 10 µM | 330,000 compounds, 0.16% hits;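 active = activation factor of the enzyme at least 2-fold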; also: the source names both 10 and 20 µM as test concentration; values of inactives mirror those of a sister screen read the other way
# Target sequence (P09923 whole entry, looked up): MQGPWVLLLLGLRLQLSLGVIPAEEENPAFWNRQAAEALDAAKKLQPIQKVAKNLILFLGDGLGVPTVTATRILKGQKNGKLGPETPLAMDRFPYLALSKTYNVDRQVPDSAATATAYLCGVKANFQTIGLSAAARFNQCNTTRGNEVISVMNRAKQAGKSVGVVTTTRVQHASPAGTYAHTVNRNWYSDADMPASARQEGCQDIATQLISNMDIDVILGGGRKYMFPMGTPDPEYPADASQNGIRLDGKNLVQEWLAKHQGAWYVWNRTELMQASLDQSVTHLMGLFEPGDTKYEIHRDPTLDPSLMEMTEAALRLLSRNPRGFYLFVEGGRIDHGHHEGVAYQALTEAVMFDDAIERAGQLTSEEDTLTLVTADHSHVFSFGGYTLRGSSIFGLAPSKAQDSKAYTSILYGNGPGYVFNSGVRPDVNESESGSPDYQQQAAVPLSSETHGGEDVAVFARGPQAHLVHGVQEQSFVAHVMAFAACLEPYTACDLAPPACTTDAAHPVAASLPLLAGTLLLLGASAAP
# hIAP block: human IAP inhibition; P09923; purified IAP, CDP-Star luminescence, 30 min; inhibition, % at 10 µM; 330,000 compounds, 0.12% hits; AID 2544;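 active = inhibition reaching a set limit with compound at 10 µM in the primary screen, cut at about 35% in these data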;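 also: plate controls were DMSO wells with enzyme for no effect and no-enzyme buffer wells for full effect; values of inactives mirror those of a sister screen read the other way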
# TIM10 inh: growth inhibitors of TIM10 yeast strain. 330,000 compounds, 1.4% hits. AID 463195. S. cerevisiae TIM10 strain growth, BacTiter-Glo luminescence, 24 h. inhibition, % at 10 µM;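 active = inhibition of 40% or more at the single tested concentration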;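 also: wild-type TIM10 isogenic control strain grown at permissive 25 °C; 0% = DMSO yeast wells and 100% = minimal medium wells without yeast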
# mIAP block: blocks mouse intestinal alkaline phosphatase; inhibition, % at 10 µM; 330,000 compounds, 0.2% hits; purified mouse IAP, CDP-Star luminescence, 30 min;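 active = inhibition of at least 40% at 10 µM in the primary screen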;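 also: plate controls were DMSO with enzyme for no effect and no enzyme wells for full effect; values of inactives mirror those of a sister screen read the other way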
# Active calls of the source: *.
SMILES,Apaf1 inhib,NALP3 yeast inh,ATG4B inhibitor,tim10-1 inh,mIAP act,hIAP act,hIAP block,TIM10 inh,mIAP block
O=C(OCC(=O)N1CCN(C(=O)c2ccco2)CC1)c1cc(F)c(F)cc1Cl,6.9,20.3,0.8,20.9,1.11,1.1,-10.5,-4.1,-11.2
CCCn1c(N)c(C(=O)CSc2ncnc3sccc23)c(=O)n(C)c1=O,12.4,16.4,3.6,5.6,1.12,0.996,0.4,-5.4,-11.7
COc1cccc(C(=O)Nc2nnc(C(C)C)s2)c1,-7.9,32.5,-10.7,27.5,0.955,1.06,-6.0,13.0,4.5
COc1ccc(CCNC(=O)c2cccc(S(=O)(=O)N3CCCCC3)c2)cc1,0.1,-4.9,2.5,25.7,0.996,1.1,-10.5,-1.0,0.4
C[C@@H]1COC(=O)[C@@H](CC(=O)OC(C)(C)C)C/C=C\C[C@@H](CC(=O)N[C@H](CO)Cc2ccccc2)C(=O)N1,1.9,15.3,-12.1,-0.8,0.995,0.956,4.4,5.9,0.5
Cc1ccc(C(=O)Nc2c(C)n(C)n(-c3ccccc3)c2=O)cc1S(=O)(=O)N1CCOCC1,-4.7,5.1,-10.2,5.4,0.96,0.957,4.3,16.3,4.0
O=C(Nc1ccc(S(=O)(=O)N2CCCC2)cc1)c1cc(F)c(F)cc1Cl,4.7,7.5,4.7,37.6,0.892,1,0.0,40.6*,10.8
O=C(CN1C(=O)CCC1=O)Nc1ccc(S(=O)(=O)N2CCOCC2)cc1,-14.2,-3.8,-0.2,13.5,0.973,1.15,-14.7,7.3,2.7
CCSc1nc(-c2ccccc2)c2cc(Cl)ccc2n1,7.0,13.8,7.7,17.1,0.975,0.942,5.8,15.8,2.5
C=CCNC(=O)c1sc(-c2ccccc2)nc1C,-0.5,22.3,-2.6,-2.4,0.895,0.959,4.1,-0.3,10.5
CCCN(CCC)S(=O)(=O)c1cccc(C(=O)N=c2sccn2C)c1,29.6,16.2,0.8,-1.1,0.942,1.13,-13.1,-32.3,5.8
Oc1ccc(C(=S)N2CCCCCC2)cc1,9.2,4.8,-0.7,21.1,1.01,0.901,9.9,-15.0,-1.3
CC(=O)N1CCc2c(sc(NC(=O)CS(=O)(=O)c3ccc(F)cc3)c2C(N)=O)C1,-0.2,7.6,1.5,3.6,0.973,1,0.0,-2.0,2.7
Cc1nc2c(C)cccn2c1/C(O)=C1\C(=O)C(=O)N(CCN(C)C)C1c1ccncc1 (stereo not given),-24.6,8.0,4.5,8.1,0.995,0.936,6.4,12.8,0.5
CCOC(=O)C1CCCN(S(=O)(=O)c2ccc(-c3cc(C)no3)s2)C1 (stereo not given),9.5,24.9,22.5,30.0,0.956,1.02,-2.3,-8.6,4.4

# An excerpt of these results, field by field.
SMILES: C[C@@H]1COC(=O)[C@@H](CC(=O)OC(C)(C)C)C/C=C\C[C@@H](CC(=O)N[C@H](CO)Cc2ccccc2)C(=O)N1
  Apaf1 inhib = 1.9; NALP3 yeast inh = 15.3; ATG4B inhibitor = -12.1; tim10-1 inh = -0.8; mIAP act = 0.995; hIAP act = 0.956; hIAP block = 4.4; TIM10 inh = 5.9; mIAP block = 0.5

SMILES: Cc1ccc(C(=O)Nc2c(C)n(C)n(-c3ccccc3)c2=O)cc1S(=O)(=O)N1CCOCC1
  Apaf1 inhib = -4.7; NALP3 yeast inh = 5.1; ATG4B inhibitor = -10.2; tim10-1 inh = 5.4; mIAP act = 0.96; hIAP act = 0.957; hIAP block = 4.3; TIM10 inh = 16.3; mIAP block = 4.0

SMILES: O=C(Nc1ccc(S(=O)(=O)N2CCCC2)cc1)c1cc(F)c(F)cc1Cl
  Apaf1 inhib = 4.7; NALP3 yeast inh = 7.5; ATG4B inhibitor = 4.7; tim10-1 inh = 37.6; mIAP act = 0.892; hIAP act = 1; hIAP block = 0.0; TIM10 inh = 40.6*; mIAP block = 10.8

SMILES: O=C(CN1C(=O)CCC1=O)Nc1ccc(S(=O)(=O)N2CCOCC2)cc1
  Apaf1 inhib = -14.2; NALP3 yeast inh = -3.8; ATG4B inhibitor = -0.2; tim10-1 inh = 13.5; mIAP act = 0.973; hIAP act = 1.15; hIAP block = -14.7; TIM10 inh = 7.3; mIAP block = 2.7

# The results go on:
SMILES,Apaf1 inhib,NALP3 yeast inh,ATG4B inhibitor,tim10-1 inh,mIAP act,hIAP act,hIAP block,TIM10 inh,mIAP block
CCc1ccccc1NC(=O)N1C2CCCC1CC(NC(C)=O)C2 (stereo not given),-4.9,-1.5,7.1,7.8,0.953,0.998,0.2,7.2,4.7
COc1cc(C(=O)NC2=NCCS2)cc(OC)c1OC,-3.7,9.5,9.1,12.6,1.02,1.06,-6.2,-15.6,-2.0
COC(=O)COc1ccc2cc(-c3ccc(OC)cc3)c(=O)oc2c1,-0.8,5.6,10.7,0.5,1.05,1.16,-15.5,14.0,-4.8
COc1cccc(/C=C2\CCCCC2=O)c1,8.7,8.5,3.1,15.6,1.04,1.04,-4.1,4.9,-4.5
CC(C)Cc1csc(NC(=O)C(C)C)c1C(=O)O,7.1,-7.7,-7.6,0.4,0.981,1.15,-14.8,6.8,1.9
CC(=O)C(=Cc1ccc(C(=O)O)cc1)C(C)=O,15.8,11.8,4.8,20.5,0.995,1.07,-7.4,-0.4,0.5
CCN(CCn1cccn1)C(=O)C1CCC(=O)N(CC2CCCCC2)C1 (stereo not given),5.2,18.7,11.1,-5.3,1.05,1.02,-2.5,2.7,-5.0
Cc1nc2ccc(NC(=O)CCS(=O)(=O)c3ccccc3)cc2s1,-15.2,-5.4,-4.9,16.3,0.908,0.955,4.5,12.5,9.2
O=C(O)CCn1c(SCCOc2ccccc2F)nc2ccccc21,-2.8,33.3,2.5,8.8,0.976,0.839,16.1,-11.0,2.4
CC(C)[C@H](NC(=O)N1CCn2c1nc1ccccc12)C(=O)N[C@@H](Cc1ccccc1)C(=O)O,-2.8,-1.9,-14.9,0.3,1.04,1.03,-2.7,-3.0,-3.9
O=C(CC12CC3CC(CC(C3)C1)C2)N1CCCC1,-14.8,21.0,7.2,25.6,1.01,1.11,-10.7,21.3,-0.6
CC1CC2(CC(C)(C(=O)CSc3n[nH]c(-c4ccccc4Cl)n3)OC2=O)C(=O)O1 (stereo not given),2.6,21.3,-5.2,11.6,0.968,1.22,-21.7,7.2,3.2
COc1ccc(NC(=S)NCCSc2ccc(Cl)cc2)c(OC)c1,9.1,10.9,-8.3,34.3,1.4,0.929,7.1,31.7,-40.4
CCOc1ccc(NC(=O)CN2CCN(S(=O)(=O)c3ccc(Cl)cc3)CC2)cc1,10.7,7.4,-14.3,40.8*,1.03,1.27,-26.7,10.3,-2.7
CCc1ccc(-c2cc(C(F)(F)F)n3nc(C(=O)Nc4c(C)nn(Cc5ccccc5Cl)c4C)cc3n2)s1,-2.3,9.7,9.9,6.1,0.947,1.02,-2.4,-3.5,5.3
CSCc1ccc(C(=O)NC2CC(C)(C)Cc3c2cnn3-c2ccc(F)cc2)o1 (stereo not given),1.1,3.9,-2.7,40.9*,0.951,1.18,-17.5,24.7,4.9
COc1cc(OC)cc(C(=O)Nc2nnc(NC(=S)Nc3ccccc3)s2)c1,17.7,18.2,8.6,17.7,0.85,0.983,1.7,20.3,15.0
COc1ccc(-c2cnn3c4c(c(C)nc23)CCN4C(C)C)cc1OC,9.3,13.4,4.3,43.0*,1.07,1.09,-9.1,14.5,-7.2
CCC(C)[C@H](NC(=O)c1cn(CC)c2cc3c(cc2c1=O)OCO3)C(=O)NCCCn1ccnc1 (stereo not given in full),6.0,8.1,2.4,0.3,1.04,1.04,-4.4,7.2,-3.8
C[n+]1c2n(c3ccccc31)N=C(c1ccc(Cl)cc1)CS2,12.2,-0.7,3.6,36.6,0.803,1.14,-13.7,41.1*,19.7
C/C(=N\NC(=O)c1c[nH]c2ccccc12)c1ccc(C)s1,9.6,2.3,0.9,10.0,1.01,1.35,-35.1,15.1,-0.6
CCOc1cc(CNc2ccc(N3CCN(C(C)=O)CC3)cc2)cc(Br)c1OC,12.4,14.4,-2.4,-2.1,1.06,0.768,23.2,-0.4,-5.8
CC(C)(C)C(=O)Cn1c(=N)n(Cc2ccccc2Cl)c2ccccc21,-0.9,-10.9,-6.6,29.4,0.933,0.908,9.2,28.1,6.7
O=C(O)c1ccc2c(c1)C(=O)N(c1ccc(Cl)cn1)C2=O,6.4,-0.6,-5.2,-28.9,1.03,1.3,-30.4,0.9,-3.2
Cc1ccc(N2C(=O)N3[C@@H]4c5ccccc5OC[C@@H]4[C@@H](c4ccccc4)[C@@]3(C)C2=O)cc1,11.9,8.9,-4.2,17.5,1.17,1.02,-2.0,23.7,-16.8
NC(=O)c1c(NC(=O)CCCn2cnc([N+](=O)[O-])n2)sc2c1CCCC2,-90.3,5.6,-9.0,4.3,0.84,1.01,-0.8,7.3,16.0
Clc1cccc(OCCCCN2CCCCC2)c1,4.2,25.8,-0.3,-39.4,0.964,0.721,27.9,-27.7,3.6
CN1CCN(C(=O)/C(=C/c2cccc([N+](=O)[O-])c2)NC(=O)c2ccccc2)CC1,4.2,7.4,0.4,-18.6,0.883,0.868,13.2,3.8,11.7
Cn1c(CC(=O)Nc2ccc(F)cc2)nnc1SCC(=O)Nc1nncs1,-5.6,7.7,-10.3,-32.1,0.969,1.08,-7.6,-0.9,3.1
CCCN1CCC2(CC1)C(C#N)=C(N)Oc1c2sc2nc(C)cc(C)c12,5.1,22.2,0.6,0.3,0.998,0.988,1.2,-6.6,0.2
N#CCCn1nnc2ccccc21,-1.2,0.3,5.5,-1.4,0.978,1,-0.2,-7.0,2.2
CN(CC(=O)N1CCN(C2CCCCC2)CC1)S(=O)(=O)c1cccc2nsnc12,4.7,8.3,12.9,7.6,1.07,0.964,3.6,-3.4,-6.8
CC(=O)c1cccc(NC(=O)CSC(=O)c2ccccc2)c1,-6.2,8.9,-7.6,31.7,0.715,0.811,18.9,22.3,28.5
C=CCN(CC=C)C(=O)c1ccc(OC2CCN(C(C)=O)CC2)c(OC)c1,-0.3,6.7,8.7,3.9,0.934,1.21,-20.8,-9.9,6.6
Cc1ccc(NC(=O)C2CCCN2C(=O)OCc2ccccc2)cc1C (stereo not given),-6.8,6.9,1.0,10.4,0.931,1.13,-13.1,-1.1,6.9
CCCN(CCC)CCNC(=O)C1CCN(Cc2nc(-c3ccc(Cl)cc3)oc2C)CC1,9.8,10.5,-4.5,-11.0,1.02,0.722,27.8,0.1,-2.3
CC(C(=O)N=Nc1c(O)[nH]c2ccccc12)n1cnc2ccccc2c1=O (stereo not given),-10.9,19.7,-3.4,-1.8,0.936,1.26,-26.1,9.0,6.4
CC(C)(C)c1ccc(/C=C(\c2nc3ccccc3[nH]2)S(=O)(=O)c2ccccc2)cc1,4.8,26.7,-0.2,25.6,0.922,0.8,20.0,47.3*,7.8
Cc1cc(NS(=O)(=O)c2ccc(NC(=O)COc3ccccc3C(C)C)cc2)no1,6.6,16.9,-4.2,9.1,0.972,0.722,27.8,5.1,2.8
Oc1ccc(-c2nncn2-c2ccccc2)cc1,-2.7,20.3,-2.8,-5.2,1.1,0.932,6.8,-0.4,-10.1
CC(=O)N1CCCC(C(=O)c2ccc3c4c(cccc24)CC3)C1 (stereo not given),5.6,10.7,-9.4,25.2,1.07,0.977,2.3,5.4,-6.9
COc1ccc(-n2nnnc2CNC(=O)c2ccc(S(=O)(=O)N3CCOCC3)cc2)cc1,8.8,9.0,2.3,7.5,1.01,0.988,1.2,0.2,-0.9
Cc1ccc2c(c1)cc(C(=O)N[C@@H](Cc1ccccc1)C(=O)O)n2C,-3.1,3.1,8.0,-7.8,1.07,1.02,-2.5,7.2,-6.6
CCc1ccccc1NC(=O)COC(=O)c1c(C)nsc1NC,0.6,13.7,2.3,-8.8,0.998,0.953,4.7,-6.6,0.2

# From PubChem BioAssay
